Compound activity from PubChem BioAssay.
IDE cell activ = IDE (human) activation, cell-based; P14735; HEK cells, FAbeta-B cleavage, fluorescence polarization; 0% vehicle, 100% cell-free pure enzyme wells; AID 493087; activation, % at 5.96 µM; actives 0.073% (n = 340,000);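 active means activation above the mean of all tested compounds plus 3 SD, set per screening campaign, cut at about 17% in these data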
Target sequence (P14735 whole entry, looked up): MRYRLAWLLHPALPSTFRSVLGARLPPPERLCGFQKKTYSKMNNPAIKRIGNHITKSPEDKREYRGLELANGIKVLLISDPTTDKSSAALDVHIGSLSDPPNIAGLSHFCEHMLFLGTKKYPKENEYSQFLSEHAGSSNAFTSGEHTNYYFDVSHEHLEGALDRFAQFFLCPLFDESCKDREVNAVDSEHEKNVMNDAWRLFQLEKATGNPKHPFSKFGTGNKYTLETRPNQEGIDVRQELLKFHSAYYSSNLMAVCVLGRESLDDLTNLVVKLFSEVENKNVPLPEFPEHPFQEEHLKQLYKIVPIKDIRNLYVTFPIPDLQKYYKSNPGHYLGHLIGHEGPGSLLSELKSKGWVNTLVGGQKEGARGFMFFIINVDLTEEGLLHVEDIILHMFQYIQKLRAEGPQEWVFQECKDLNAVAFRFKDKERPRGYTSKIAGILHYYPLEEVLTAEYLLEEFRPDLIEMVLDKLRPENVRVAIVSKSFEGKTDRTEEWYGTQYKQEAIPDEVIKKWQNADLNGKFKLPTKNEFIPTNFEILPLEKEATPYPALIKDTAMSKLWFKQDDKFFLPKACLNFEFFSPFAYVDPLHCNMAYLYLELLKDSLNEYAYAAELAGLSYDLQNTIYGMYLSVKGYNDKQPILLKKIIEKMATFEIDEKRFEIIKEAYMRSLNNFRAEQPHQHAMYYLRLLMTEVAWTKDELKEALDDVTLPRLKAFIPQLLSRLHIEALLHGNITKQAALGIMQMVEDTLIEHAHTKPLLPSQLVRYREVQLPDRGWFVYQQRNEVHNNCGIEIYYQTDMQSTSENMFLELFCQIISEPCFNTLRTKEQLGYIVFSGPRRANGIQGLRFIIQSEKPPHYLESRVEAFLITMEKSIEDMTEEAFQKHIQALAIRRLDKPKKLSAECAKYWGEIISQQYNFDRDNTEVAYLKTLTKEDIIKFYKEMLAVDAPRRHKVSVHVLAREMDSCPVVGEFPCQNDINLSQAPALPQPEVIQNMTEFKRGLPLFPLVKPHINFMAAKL
IMP-1 inh = inhibitors of Pseudomonas aeruginosa IMP-1 metallo-beta-lactamase. inhibition, % at 5.6 µM. purified IMP-1, nitrocefin hydrolysis, epi-absorbance fluorescence. actives 0.45% (n = 290,000);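 active means inhibition above the mean plus 3 SD of all compounds in the same screening run, cut at about 4.5% in these data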;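 further: 0% = IMP-1 with DMSO and 100% = DMSO wells lacking enzyme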
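System: Purified IMP-1 | Read-out basis: Percent enzyme inhibition | Controls: IMP-1 with DMSO as 0%, enzyme-free DMSO as 100% | Replicates: One well per compound | Doses: 5.6 µM nominal single concentration | Detection: Epi-absorbance fluorescence, 480 nm excitation, 530 nm emission | Incubation: 25 °C, 15 min preincubation, 25 min reaction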
SUMO HTRF inh = inhibitors of human SUMOylation (UBC9) | HTRF SUMOylation assay, SAE1/SAE2 + UBC9, in vitro | inhibition, % at 35 µM | actives 0.36% (n = 290,000) | AID 2006; in the data active means inhibition above about 50%, passing the limit was not always enough; further: strong numbers were not always called active
VIM-2 inhibitor = inhibitors of Pseudomonas aeruginosa VIM-2 metallo-beta-lactamase | purified VIM-2, nitrocefin hydrolysis, epi-absorbance fluorescence | inhibition, % at 5.6 µM | actives 0.89% (n = 290,000) | AID 1527;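 active means inhibition above the mean of all tested compounds plus 3 SD, cutoff set per screening run, cut at about 7.5% in these data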;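 further: red hydrolysis product quenches plate fluorescence so inhibitors raise well fluorescence; 0% = enzyme with DMSO and 100% = DMSO without enzyme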
CRFBP-R2 block = blocks CRF-induced signaling of the CRF-BP/CRF-R2 complex | actives 0.59% (n = 350,000) | inhibition, % at 11.8 µM | HEK293 CRF-R2/CRF-BP, CRF-induced calcium fluorescence;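 active means inhibition of the ligand-induced calcium signal above about 50% at the single tested concentration, limit read from the data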
NS3 helicase inh = inhibitors of Hepatitis C virus NS3 helicase; NS3 helicase DNA unwinding, Cy5 molecular beacon fluorescence; inhibition, % at 10.9 µM; actives 0.56% (n = 290,000); AID 1800;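 active means inhibition above the mean of all tested compounds plus 3 SD, set per campaign, cut at about 35% in these data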;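 further: 0% = DMSO wells and 100% = thioflavine S control wells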
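Measured by: Cy5 fluorescence, 0 and 60 min reads / Assay system: NS3 helicase fragment of HCV / Control set: low DMSO, high thioflavine S at 110 µM / Times: 1 h reaction at 25 °C, ATP-initiated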
pCIP destab = p/CIP protein destabilization; actives 0.01% (n = 290,000); decrease of EGFP signal, % at 10 µM; F442A p/CIP-EGFP cells, EGFP fluorescence, 16 h;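 active means EGFP signal decrease of at least 30% at 10 µM or well 3 SD below plate mean, unless failing retest; inactive means the rest, including hits failing retest or dose response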; further: some compounds called inactive have numbers as strong as hits; many of its hits are not listed in these tables
GalR3 antagonist = human GalR3 antagonism; O60755; HEK293 GalR3-CNG cAMP membrane potential fluorescence; galR3 body fused to GalR1 C-terminus; inhibition, % at 3 µM; actives 0.44% (n = 360,000); AID 651719;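 active means inhibition above the screen-wide average plus 3 SD, cut at about 13% in these data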;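 further: forskolin and galanin both at EC90 stimulate the cells; cAMP rise reported by CNG channel membrane potential dye signal; 0% = forskolin plus galanin with DMSO and 100% = forskolin alone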
IDE cell inh = inhibitors of human insulin-degrading enzyme in cells. HEK cells, FAbetaB cleavage, fluorescence polarization. P14735. inhibition, % at 5.59 µM. actives 0.41% (n = 320,000). AID 434962;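 active means percent inhibition above the average of all tested compounds plus 3 SD, set per screening campaign, cut at about 16% in these data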;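 further: IDE supplied by intact live HEK cells; FP after avidin binding of uncleaved biotin substrate so inhibition keeps polarization high; 0% = DMSO wells and 100% = 60 µM reference IDE inhibitor Ii1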
Starred values were filed as active, the others as inactive; · = no result given.

SMILES,CRFBP-R2 block,GalR3 antagonist,SUMO HTRF inh,IDE cell activ,NS3 helicase inh,VIM-2 inhibitor,IMP-1 inh,pCIP destab,IDE cell inh
O=C(N/N=C/c1cn(-c2ccccc2)nc1-c1cc2ccccc2o1)c1c[nH]c2ccccc12,-1.6,-9.0,-4.1,3.2,-7.8,-1.7,-1.9,-19.9,-1.2
Cc1cccc(N2N=C(C(=O)O)CCC2=O)c1,11.2,-9.5,0.8,2.8,-1.5,-1.0,-3.5,-9.5,-1.2
O=C(NCc1ccc(F)cc1)C1CCN(C(=O)Nc2ccc(F)cc2)CC1,-1.6,-1.6,-3.0,3.4,2.5,-2.6,-0.1,-14.4,2.2
O=C(COc1ccc2ccccc2c1Br)NC(=S)Nc1cccc(CO)c1,-15.3,-1.8,-11.7,-3.0,4.4,-4.8,-0.1,1.5,7.8
Cc1cc(=O)c(C(=O)O)nn1-c1ccc(Cl)cc1,17.1,-3.2,-5.6,-2.5,5.2,1.6,-0.6,-3.9,-5.3
CCOC(=O)c1cc(S(=O)(=O)N2CC(C)CC(C)C2)cn1C (stereo not drawn),-3.1,1.0,·,6.1,-10.0,-2.5,-1.8,6.4,-2.5
O=S(=O)(NCc1cc(-c2ccc(Cl)cc2)no1)c1ccccc1,-11.3,-5.0,-10.2,-4.2,4.9,-3.3,-2.7,1.2,5.9
O=C(CC1Oc2ccccc2NC1=O)NCc1ccc(Cl)cc1 (stereo not drawn),-9.5,-0.9,22.3,2.3,-2.7,-2.9,0.4,-16.8,0.4
COC(=O)Cn1cc(C(=O)OC)c2ccccc21,18.6,-1.9,-7.3,4.5,2.4,-3.1,-3.2,-18.4,7.4
Cc1c(F)cccc1NS(=O)(=O)c1ccc(OCCNS(C)(=O)=O)cc1,-16.7,-6.6,9.5,6.4,7.5,3.2,-0.2,7.0,5.4
CC1CCN(CCCNS(=O)(=O)c2cc(Br)cc3c2N(C(=O)C2CC2)CC3)CC1,-10.0,-9.3,-8.8,0.3,-8.4,3.6,-0.9,-17.0,-0.4
Cc1nn(Cc2ccc(C(=O)Nc3nc4c(C)cccc4s3)o2)c(C)c1Br,3.9,-3.4,-21.6,1.6,-1.9,-0.9,-1.1,-3.2,1.3
COc1cc(C(=O)NCCC2=CCCCC2)ccc1OC1CCN(C(C)=O)CC1,-13.3,-0.6,-5.5,7.6,0.5,-0.8,-1.6,-9.2,-3.8
Nc1nc2c3ccccc3nc(C3CC3)n2n1,10.3,2.3,4.9,1.4,4.1,8.2*,-3.4,6.7,2.8
O=c1nc2n(c3c4c(sc13)CCC4)CCC2,29.9,-2.2,4.0,3.8,-15.7,1.5,-2.7,-12.2,-0.2
O=C(O)c1ccc2c(c1)C(=O)N(c1ccc(OCc3ccccc3)cc1)C2=O,11.3,-9.8,3.4,5.4,16.0,-1.2,-2.3,-18.5,-0.6
O=C(COc1ccc(/C=N/NC(=O)c2ccncc2)cc1)Nc1ccccc1,5.3,-6.2,9.7,0.2,-4.0,-1.4,-1.6,-3.4,-0.7
CCn1c(=O)ccc2cc([N+](=O)[O-])ccc21,-9.6,-6.1,22.4,5.8,-8.0,-2.6,-1.9,-1.2,1.1
CC(C)CN(C(=O)COC(=O)Cc1c[nH]c2ccccc12)c1c(N)n(Cc2ccccc2)c(=O)[nH]c1=O,10.8,-4.3,·,0.4,·,·,·,·,-0.7
COc1ccccc1CNc1cc(C)ccn1,-5.7,-2.4,15.9,3.1,1.4,-1.1,-1.1,0.5,-5.9
O=C(Nc1c(Cl)cc(Cl)cc1C(=O)NCc1cccnc1)c1ccc(Cl)cc1Cl,19.1,-3.1,9.8,-2.3,5.8,-0.4,-2.4,5.1,-1.3
S=C(NCCN1CCOCC1)Nc1ccc(Cl)cc1,-25.3,-0.5,18.5,-1.1,1.7,-1.2,-4.6,-8.6,5.0
CC(C)(C)c1ccc(OCc2ccc(C(=O)N3CCOCC3)o2)cc1,-16.0,-4.4,-9.1,-13.9,0.4,-1.0,-2.6,-15.8,7.2
Brc1ccc(OCc2nnc3n2CCC3)cc1,18.8,-4.5,-14.7,2.5,-3.6,-5.6,-0.6,10.1,3.8
Cc1ccc(C)c(S(=O)(=O)NC(CC(C)C)C(=O)O)c1 (stereo not drawn),-6.4,-5.1,-6.5,-3.8,1.1,0.0,1.0,-6.8,4.8

Fetched by structure from above:
SMILES,CRFBP-R2 block,GalR3 antagonist,SUMO HTRF inh,IDE cell activ,NS3 helicase inh,VIM-2 inhibitor,IMP-1 inh,pCIP destab,IDE cell inh
CC(C)CN(C(=O)COC(=O)Cc1c[nH]c2ccccc12)c1c(N)n(Cc2ccccc2)c(=O)[nH]c1=O,10.8,-4.3,·,0.4,·,·,·,·,-0.7
O=C(CC1Oc2ccccc2NC1=O)NCc1ccc(Cl)cc1 (stereo not drawn),-9.5,-0.9,22.3,2.3,-2.7,-2.9,0.4,-16.8,0.4

The list continues.
SMILES,CRFBP-R2 block,GalR3 antagonist,SUMO HTRF inh,IDE cell activ,NS3 helicase inh,VIM-2 inhibitor,IMP-1 inh,pCIP destab,IDE cell inh
O=C(Nc1ccc(F)cc1)C(=O)c1cn(CC(=O)N2CCOCC2)c2ccccc12,-18.5,2.5,9.4,7.1,-0.1,-6.7,-5.0,1.7,4.0
CCS(=O)(=O)N1CCC(C(=O)Oc2ccccc2Br)CC1,8.8,-11.1,3.7,2.6,2.4,-2.5,-2.7,-17.1,3.7
Cc1ccc(CC(CC(=O)O)C(=O)NCc2ccccc2)cc1 (stereo not drawn),2.7,-10.6,5.9,2.4,-1.9,-3.2,-4.0,-1.0,7.0
CC(C)C(NS(=O)(=O)c1ccc2c(c1)C(C)(C)C(=O)N2C)C(=O)NCc1ccc(F)cc1 (stereo not drawn),17.4,3.0,13.3,1.9,7.5,-2.7,-4.0,-9.5,2.3
O=C(CCC(=O)c1cccs1)OCC(=O)c1ccccc1,11.9,-5.2,·,-4.5,·,·,·,·,2.6
COC(=O)[C@@H](NC(=O)Nc1ccccc1F)C(C)C,9.3,1.7,6.6,2.3,-14.9,-2.3,-2.0,-2.0,-0.5
Cn1ccnc1SCC(=O)N(C1CCCCC1)C1CCCCC1,-7.4,-2.3,25.6,2.9,5.1,0.6,-1.0,-13.9,2.6
Cc1ccc(-c2onc3ccc(C(=O)O)cc23)cc1,9.1,-7.3,-1.5,-11.4,9.7,-1.1,-4.3,2.5,14.6
Cc1ccccc1NC(=O)c1[nH]cnc1C(=O)NN,2.2,0.0,13.8,4.2,-7.0,-6.7,-2.2,-14.2,-1.1
CCCc1cc(NC(=O)CCl)n(-c2ccccc2)n1,35.5,-3.3,8.9,0.8,1.1,-4.3,-1.4,-23.6,-0.8
Cc1ccc(CC(=O)Nc2nc3ccccc3s2)cc1,-17.2,-7.1,7.9,-0.1,-16.9,-1.0,-0.6,-16.4,5.7
COc1ccc(CN2C(=O)c3cccnc3C2=O)cc1S(=O)(=O)NCc1ccc(C)cc1,-9.9,5.9,1.9,-1.2,8.1,-0.3,-3.7,0.9,-0.7
COc1cc(C(=O)Nc2ccc(C)c(S(=O)(=O)N(C)C)c2)ccc1OCC(=O)N1CCOCC1,-3.0,-3.0,·,2.5,·,·,·,·,-4.1
CC1=C(C(=O)Nc2cccc(F)c2)C(c2ccsc2)C2=C(CC(C)(C)CC2=O)N1 (stereo not drawn),-17.6,-2.9,6.1,0.8,-15.8,-8.2,-3.8,-5.1,1.4
Cc1ccc(NC(=O)N2CCCC(c3ccccc3)C2)cc1 (stereo not drawn),12.2,-11.3,5.6,0.5,11.6,-2.0,-0.6,-3.2,3.6

Arranged by molar mass (descending): seven of the compounds above
SMILES,CRFBP-R2 block,GalR3 antagonist,SUMO HTRF inh,IDE cell activ,NS3 helicase inh,VIM-2 inhibitor,IMP-1 inh,pCIP destab,IDE cell inh
COc1cc(C(=O)Nc2ccc(C)c(S(=O)(=O)N(C)C)c2)ccc1OCC(=O)N1CCOCC1,-3.0,-3.0,·,2.5,·,·,·,·,-4.1
CC1=C(C(=O)Nc2cccc(F)c2)C(c2ccsc2)C2=C(CC(C)(C)CC2=O)N1 (stereo not drawn),-17.6,-2.9,6.1,0.8,-15.8,-8.2,-3.8,-5.1,1.4
CCS(=O)(=O)N1CCC(C(=O)Oc2ccccc2Br)CC1,8.8,-11.1,3.7,2.6,2.4,-2.5,-2.7,-17.1,3.7
Cn1ccnc1SCC(=O)N(C1CCCCC1)C1CCCCC1,-7.4,-2.3,25.6,2.9,5.1,0.6,-1.0,-13.9,2.6
Cc1ccc(CC(CC(=O)O)C(=O)NCc2ccccc2)cc1 (stereo not drawn),2.7,-10.6,5.9,2.4,-1.9,-3.2,-4.0,-1.0,7.0
CCCc1cc(NC(=O)CCl)n(-c2ccccc2)n1,35.5,-3.3,8.9,0.8,1.1,-4.3,-1.4,-23.6,-0.8
COC(=O)[C@@H](NC(=O)Nc1ccccc1F)C(C)C,9.3,1.7,6.6,2.3,-14.9,-2.3,-2.0,-2.0,-0.5
